H9c2 protect – cardioprotection against H2O2-induced cell death, primary screen, uHTS, H9c2 cells, ATPLite luminescence. H9c2 cardiomyocytes, H2O2 injury protection, 2 h. protection from H2O2 cell death, % at 20 µM. hit rate 0.63% among 360,000;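 active means compounds giving at least 50% protection of heart cells from peroxide-induced death in the single-dose screen, raw or plate-pattern-corrected value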;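 further: 0% = DMSO wells with peroxide and 100% = DMSO wells without peroxide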
MC4R ag barr – MC4R agonists recruiting beta-arrestin, primary screen, cell-based, luminescence, agonist arm of biased-ligand search; Melanocortin receptor 4 (Homo sapiens), P32245; U2OS MC4R beta-arrestin complementation; percent of melanotan II response, DMSO zero; activation, % at 8.9 µM; hit rate 0.98% among 360,000;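 active means activation above a per-plate cutoff, the mean activation of sample wells on that plate plus 3 SD, cut at about 8% in these data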
MC4R antagonist – MC4R antagonists of cAMP signaling, primary screen, cell-based, TR-FRET, antagonist arm of biased-ligand search; Melanocortin receptor 4 (Homo sapiens), P32245; MC4R-expressing cells, MTII-stimulated cAMP, LANCE TR-FRET; inhibition, % at 6.5 µM; hit rate 0.48% among 360,000; AID 540295, 2011;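 active means inhibition above its plate's cutoff, the mean of tested wells on that plate plus 3 SD, cut at about 29% in these data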;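 further: 0% = Melanotan II alone and 100% = Melanotan II plus saturating MCL0020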
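Assay system: human MC4R-expressing U2OS cells; reagent: Melanotan II stimulation of cells; dosing: 6.5 µM single dose; timing: compound 30 min, challenge 1 h, detection 1 h; signal: TR-FRET cAMP assay; replicates: one well per compound, no replicates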
HTR2A ag – mouse Htr2a agonists via beta-arrestin recruitment, primary screen, cell-based, luminescence | AID 624169, 2012 | CHO-K1 mHTR2A beta-arrestin complementation; percent of 30 µM serotonin response | 5-hydroxytryptamine receptor 2A (Mus musculus), P35363 | hit rate 0.66% among 360,000 | activation, % at 7.6 µM;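 active means activation above a run cutoff, the mean activation of all tested compounds plus 3 SD, cut at about 14% in these data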;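 further: 0% = plate median of compound wells and 100% = 30 µM serotonin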
aDG glyco up – activators of alpha-DG glycosylation, primary screen, uHTS, Pro5-aDG cells, AlphaScreen. AID 624168, 2012. activation, % at 10 µM. alpha-DG glycosylation AlphaScreen (IIH6); 0% Pro5, 100% B10-LARGE cell signal. hit rate 0.22% among 360,000;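 active means activation of at least 8% versus controls, or a plate z-score of at least 8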;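 further: Pro5 are CHO cells carrying HIG-tagged alpha-DG that lacks glycosylation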
Vif inh – HIV Vif self-association inhibitors, primary screen, imaging, HEK293T, single point; hit rate 0.35% among 340,000; inhibition, % at 7.49 µM; AID 602346, 2012; HEK293T cells, Vif self-association by quenched fluorescence, 24 h; in the data active means inhibition above about 50%, passing the limit was not always enough; further: some results filed as inactive read as strong as hits
Glyco luc inh – increase of ERlucT glycosylation luciferase signal, primary screen, N-linked glycosylation inhibitor project, D54 ERlucT cells, luminescence, set 2; hit rate 0.23% among 360,000; reporter increase, % at 12.5 µM; D54 ERlucT glycosylation luciferase reporter, 24 h; percent of 100 nM tunicamycin response;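 active means mean luciferase reporter signal, scaled so untreated is 0 and the glycosylation-blocking control 100, at or above a set limit in every replicate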;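 further: luciferase carries N-glycosylation sites so blocking glycosylation raises the light; 0% = median of neutral control wells and 100% = median of 100 nM tunicamycin wells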
CaV13 FRET inh – Primary screen for inhibitors of IQ motif and Ca2+-dependent inactivation inhibitor domain binding in CACNA1D, Förster resonance energy transfer in living cells, …; HEK cells, CFP/YFP FRET ICDI-IQ, plate reader, 10 min; percent FRET-ratio fall versus neutral wells; inhibition, % at 12.3 µM; hit rate 0.098% among 340,000; AID 743397;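 active means mean replicate inhibition of at least 30% and at least 1% of replicates passing that level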;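 further: 0% = median of the neutral control wells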
PDI inh – inhibitors of human PDI, primary screen, biochemical, turbidity, single point, plate reader. Protein disulfide-isomerase (Homo sapiens), P07237. PDI insulin aggregation turbidity, A650, 90 min. inhibition, % at 10 µM. hit rate 0.052% among 350,000;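 active means mean inhibition across replicates of 30% or more, whatever share of single replicates reach that level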;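 further: absorbance from insulin aggregation driven by PDI reduction with DTT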
ABCB6 inh MLPCN – ABCB6 transporter inhibitors, primary screen, K562-ABCB6 cells, flow cytometry, MLPCN library; K562-ABCB6 porphyrin accumulation, 1 h; hits give low values; hit rate 0.19% among 360,000; fluorescence ratio to DMSO, % at 10 µM;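 active means fluorescence ratio to DMSO below 75%, the collection mean minus 3 SD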;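 further: signal is porphyrin accumulated inside mitochondria; 100% equals median channel fluorescence of DMSO control wells; lower ratio means ABCB6 inhibition with less porphyrin fluorescence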
Target sequence (Q9NP58 whole entry, looked up): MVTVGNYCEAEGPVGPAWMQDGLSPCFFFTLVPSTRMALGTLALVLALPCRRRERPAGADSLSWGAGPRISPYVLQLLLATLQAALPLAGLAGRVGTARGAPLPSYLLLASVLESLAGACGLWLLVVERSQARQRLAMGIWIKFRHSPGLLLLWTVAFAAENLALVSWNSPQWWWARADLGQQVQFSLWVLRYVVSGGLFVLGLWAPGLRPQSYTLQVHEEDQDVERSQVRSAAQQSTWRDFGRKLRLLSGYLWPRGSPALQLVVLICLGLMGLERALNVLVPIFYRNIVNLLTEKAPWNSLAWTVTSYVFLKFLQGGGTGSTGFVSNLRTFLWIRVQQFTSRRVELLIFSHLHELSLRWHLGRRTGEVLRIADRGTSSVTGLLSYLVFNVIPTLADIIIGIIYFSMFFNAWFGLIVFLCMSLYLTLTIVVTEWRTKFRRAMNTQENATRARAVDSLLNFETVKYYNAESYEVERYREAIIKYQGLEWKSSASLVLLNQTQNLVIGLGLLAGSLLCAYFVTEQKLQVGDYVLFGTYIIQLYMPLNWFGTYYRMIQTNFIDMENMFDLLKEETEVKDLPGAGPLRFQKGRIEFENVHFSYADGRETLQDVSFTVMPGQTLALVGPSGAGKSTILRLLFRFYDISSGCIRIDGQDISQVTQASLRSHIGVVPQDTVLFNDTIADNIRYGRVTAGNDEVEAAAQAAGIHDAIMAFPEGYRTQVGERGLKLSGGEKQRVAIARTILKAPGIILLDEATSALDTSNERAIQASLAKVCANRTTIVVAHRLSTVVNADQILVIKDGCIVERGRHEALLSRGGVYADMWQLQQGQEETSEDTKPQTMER
* marks the source's active call; other numbers are inactive results; · = not tested or not shown; & = joins results of further samples.

SMILES	H9c2 protect	MC4R ag barr	MC4R antagonist	HTR2A ag	aDG glyco up	Vif inh	Glyco luc inh	CaV13 FRET inh	PDI inh	ABCB6 inh MLPCN
CCC(CCC(=O)NNC(=O)Cc1ccc([N+](=O)[O-])cc1)C(=O)O (centres undefined)	-5	-1.5	-7	-2	-0.1	1	0	-5	2	98
Cc1ccc(-c2c(C(=O)N/N=C/c3ccsc3)nnn2-c2nonc2N)cc1	14	-0.3	-7	-6	0.0	15	1	-16	-2	87
O=C(O)C1C2CC2CN1C(=O)c1ccc(Cl)cc1Cl (centres undefined)	10	2.1	16	-3	0.0	17	0	-5	-1	104
O=C(NCc1ccco1)c1ccc2c(c1)N(Cc1ccccc1)C(=O)CS2	-1	-0.5	11	-3	0.4	-2	-5	-4	-2	101
CC(=O)N1CCc2c(sc(NC(=O)C3CCCN3S(=O)(=O)c3cccs3)c2C(N)=O)C1 (centres undefined)	6	-2.3	9	-7	0.1	·	4	-6	9	96
O=C(c1ccco1)N1CCN(c2cc(N3CCOCC3)c(F)cc2[N+](=O)[O-])CC1	-8	-3.7	5	4	-0.3	4	-3	-11	-14	117
CCNc1nc(NCC)nc(C(=O)Nc2ccccc2)n1	4	-0.2	12	3	-0.3	-6	-10	-4	4	101
CCOc1cc(N2CCOCC2)c(OCC)cc1NC(=O)c1ccc(NC(C)=O)cc1	11	0.8	-8	6	0.1	10	2	4	-2	97
CCN(C(=O)COC(=O)/C=C/c1ccco1)c1c(N)n(Cc2ccccc2)c(=O)[nH]c1=O	14	-0.2	-7	2	0.7	32	-1	-6	16	95
O=C1CC2(CC(c3ccc(Cl)cc3)=NO2)C(=O)N1c1ccccc1 (centres undefined)	-2	-0.8	-2	3	-0.1	1	-1	-4	13	96
CCc1cccc(C)c1NC(=O)CSc1ncn[nH]1	6	-0.3	-4	0	0.6	8	0	-5	4	96
O=C(NCCCNC(=O)c1ccco1)c1ccc(Cl)c(Cl)c1	0	1.5	17	-4	0.0	-8	-1	-3	-4	103
Cc1nc(C(F)(F)F)ccc1C(=O)Nc1ccccc1N1CCOCC1	0	-2.5	3	1	0.4	-3	1	·	3	94
COc1ccc(C(=O)C[n+]2cc(-c3ccc(OC)cc3)n3c2CCCC3)cc1	-21&-22	-1.7&1.6	13&1	-2&5	-0.5&0.2	-1&-6	0&1	-5&-6	2&-3	93&97
CCCCCCn1c(=O)n2n(c1=O)C[C@]1(OC(=O)NCc3ccco3)CN(S(=O)(=O)c3ccc(C)cc3)C[C@]1(O)C2	-6	2.0	16	7	0.3	-2	-2	-3	6	90
NC(=O)c1nnsc1-c1ccco1	6	-2.2	7	0	0.1	6	1	-7	-3	97
Cc1ccc(C2=NN(Cc3nnc(-c4ccccc4)o3)C(=O)SC2)cc1	-9	1.5	23	-5	-0.4	7	3	-13	-5	97
CCOC(=O)c1ccc(COC(=O)CNC(=O)CNC(=O)Cc2ccccc2)cc1	-7	-1.9	16	-8	-0.1	6	1	-3	-8	94
Cc1ccc(C)c(OCCCCCn2ccnc2)c1	-15	-0.7	6	0	0.0	-53	-1	-5	11	96
CCOC(=O)C(C(=O)NCc1ccc(F)cc1)c1ncc(C(F)(F)F)cc1Cl (centres undefined)	2	-1.4	-1	0	-0.1	23	0	0	-8	105
COc1ccc(-c2nc(CN3CCN(C(=O)c4ccco4)CC3)c(C)o2)c(OC)c1C	-4	-3.1	5	-3	-0.4	-2	2	-4	1	96
Cc1ccc(-c2cc(C(=O)NCc3cnn(C)c3C)c3cc(Br)ccc3n2)cc1	-3	6.8	7	-2	-0.3	-1	5	-4	2	92
O=C(NCc1cccc(C(F)(F)F)c1)c1csc(COCCO)n1	-2	-0.4	3	10	-0.2	0	-1	-6	2	97
Nc1[nH]ncc1S(=O)(=O)c1ccccc1	4	-1.8	16	2	0.0	6	3	-14	-4	98
Cn1c(=O)[nH]c(=O)c2c1nc(CN1CCN(c3cccc(Cl)c3)CC1)n2CCCc1ccccc1	-3	-1.1	3	-5	0.1	-12	2	-5	8	86
COc1ccc(-c2nnc(NC(=O)c3ccccc3C)o2)cc1	19	0.1	12	-8	-0.1	25	2	-6	-1	103
O=C(CCNC(=O)c1ccccc1Cl)Nc1nc(-c2ccc(F)cc2)cs1	-8	-0.5	14	4	0.3	-15	0	-3	-6	100
COc1cc(C2CC(=O)Oc3c2c(=O)n(C)c2ccccc32)ccc1O (centres undefined)	7	-2.3	21	-1	0.1	28	0	-4	-3	106
COc1ccc(S(=O)(=O)N(C)CC(=O)Nc2ccc(C)cc2)cc1OC	2	-2.5	1	0	0.9	7	-1	4	-6	94
CCN1CCN(Cc2ccc(NC(=O)c3ccc(C)c(NC(=O)c4ccc5n[nH]nc5c4)c3)cc2C(F)(F)F)CC1	-5	-0.7	7	2	-0.2	-1	-2	-10	-6	97
CC(Oc1ccc(F)cc1)C(=O)Oc1ccc(N(C)S(=O)(=O)c2ccccc2)cc1 (centres undefined)	1	-0.9	3	11	-0.2	-14	0	-5	2	87
COc1cccc(OC)c1C(=O)Nn1c(C2CCC2)nc2ccccc2c1=O	11	0.8	3	-1	0.3	32	1	-9	4	107
Cc1ccccc1NC(=O)c1ccc(CN2CCc3ccccc3C2)cc1	14	-1.0	-5	-8	0.4	5	-1	-4	-15	96
CSCc1c(C(=O)N2CCCc3ccccc32)oc2ccccc12	-5	-5.0	3	6	-0.1	-5	-2	-2	4	89
Cc1ccc(Cl)c(OCC(O)CN(CCO)CCO)c1 (centres undefined)	-8	0.6	2	-5	0.9	3	0	-4	-5	86
O=C(OCC(=O)N1CCC(c2ccccc2)=N1)c1ccc(Cl)s1	8	-0.5	-3	-2	0.4	-2	2	-3	0	93
Cc1ccc(S(=O)(=O)CCC(=O)OCC(=O)NCC(=O)Nc2c(C)cc(C)cc2C)cc1	-2	-0.2	-1	-4	0.2	-9	0	-6	-11	96
COCC(=O)N1CCCC(CNS(=O)(=O)c2ccc(OC)cc2)C1 (centres undefined)	0	0.3	-1	-1	0.4	3	0	3	-3	103
Cc1cccc(Nc2ncnc3ccc(Br)cc23)c1	-2	-1.7	0	1	1.0	2	-9	-18	2	99
COc1cccc(-c2cc(=O)c3cc(NC(=O)c4ccccc4)ccc3[nH]2)c1	-2	-1.1	-12	6	-0.3	194*	18	-9	-6	98
CCC(=O)N1CCC2(CC1)Oc1ccc(F)cc1C(=O)C21CC(c2ccc(Cl)cc2)=NO1 (centres undefined)	3	0.9	6	-6	0.2	-2	-5	-9	-2	98
CC(=O)Nc1ccc(S(=O)(=O)N(C)CC(=O)OCC(=O)NCc2ccco2)cc1	6	-2.9	8	6	-0.3	10	0	-7	-4	94
CCCCn1c(N)c(N(CC)C(=O)c2ccccc2C)c(=O)[nH]c1=O	-4	0.5	5	7	-0.1	-9	0	-4	6	98
N/C(Cc1ccc(Cl)cc1Cl)=N\OC(=O)c1ccccc1	-28	3.2	2	-1	0.1	-3	2	-4	-7	100
Cc1ccccc1OC(C)C(=O)Nc1ccc2c(c1)OCO2 (centres undefined)	-4	-1.8	2	2	0.4	5	-2	·	-5	100
COc1ccc(OCCSc2ncc(CO)n2C)cc1	2	0.4	13	-3	-0.1	2	0	-4	-1	99
COc1ccc(C(=O)CCC(=O)NCCc2c[nH]c3ccccc23)cc1	-2	-0.5	12	-4	0.0	1	-2	-19	0	98
CC(NC(=O)COC(=O)Cn1cnc2ccccc2c1=O)C1CC2CCC1C2 (centres undefined)	-4	-0.8	13	-2	0.6	-5	1	-4	-4	94
O=C(NCCCn1ccnc1)c1[nH]c(C(F)(F)F)nc1-c1ccccc1	2	·	·	1	-0.1	·	4	-3	·	102
O=C(CNC(c1ccccc1)c1ccccc1)NCc1ccccc1Cl	-9	-2.0	6	1	0.2	0	-5	-4	4	97
Cc1ccc(NC(=O)c2cccc(N3C(=O)CCC3=O)c2)nc1	-2	-1.9	4	4	-0.1	-13	1	-6	2	96
CCCc1cc(=O)oc2cc(C)cc(OCC(=O)N3C[C@H]4C[C@@H](C3)c3cccc(=O)n3C4)c12	2	0.6	15	3	1.5	3	3	·	·	99
CCn1cc(C(=O)NCCc2ccc(OC)cc2)c(=O)c2ccc(C)nc21	12	-0.4	8	-3	0.0	-2	-2	-3	18	97
O=C(CCNc1ccc(Br)cc1)c1cccc([N+](=O)[O-])c1	-23	0.5	8	1	0.0	2	-3	-6	5	94
COC(=O)c1cccc(NC(=O)CSCc2ccccc2)c1	-3	1.7	6	3	-0.1	-2	0	-23	-3	100
CC(/C=N/NC(=O)Cn1cnc2c1c(=O)n(C)c(=O)n2C)=C\c1ccccc1	0	0.5	4	-2	-0.2	1	-1	-14	1	103
Cc1ccc(C(=O)N2CCC3(CC2)Oc2ccc(F)cc2C(=O)C32CC(c3cccnc3)=NO2)s1 (centres undefined)	12	-1.1	21	2	0.8	3	-5	-5	4	97
Cn1c(=O)n(C)c2cc(CNc3ccc(N4CCOCC4)c(C(=O)O)c3)ccc21	-5	-0.5	2	0	-0.4	-4	3	-6	-15	103
CN(CCn1ccnc1)C(=O)CC1C(=O)NCCN1Cc1ccccc1C(F)(F)F (centres undefined)	-2	-3.3	1	4	-0.1	-2	2	-7	1	170
Oc1cccc(CN2CCOCC2)c1O	19	0.8	0	0	0.2	2	-3	-7	-1	98

Further records follow:
SMILES	H9c2 protect	MC4R ag barr	MC4R antagonist	HTR2A ag	aDG glyco up	Vif inh	Glyco luc inh	CaV13 FRET inh	PDI inh	ABCB6 inh MLPCN
CCCCCCOC(=O)Nc1ccc(S(=O)(=O)Nc2cccc([N+](=O)[O-])c2)cc1	-8	7.8	3	-5	0.2	-13	-6	-2	0	99
CCOc1ccccc1/C=N/Nc1nc2c(N)ncnc2n1[C@H]1O[C@@H](CO)[C@H](O)[C@@H]1O	-9	-0.9	0	2	-0.1	17	-2	-19	2	101
CCN1C(=O)/C(=C\N2CCN(c3ccccc3)CC2)SC1=S	-6	1.1	-1	-1	0.0	8	-2	·	8	99
Cc1ccc(N2C(=O)CC(N3CCN(c4ccccn4)CC3)C2=O)cc1 (centres undefined)	5	-0.9	1	5	0.1	-2	0	-2	4	104
